Giardia FBPA inh = inhibitors of Giardia lamblia fructose-1,6-bisphosphate aldolase. A8B2U2. purified Giardia FBPA. Potency, µM (series often up to 59.6 µM), without a hit: top-dose activity, negative = inhibition, actives largely listed as inhibitors. 290,000 tested, 0.71% active; further: potency means the concentration at half of the fitted maximal effect; nearly all actives have a fitted effect of over 55% in size
Target sequence (A8B2U2 whole entry, looked up): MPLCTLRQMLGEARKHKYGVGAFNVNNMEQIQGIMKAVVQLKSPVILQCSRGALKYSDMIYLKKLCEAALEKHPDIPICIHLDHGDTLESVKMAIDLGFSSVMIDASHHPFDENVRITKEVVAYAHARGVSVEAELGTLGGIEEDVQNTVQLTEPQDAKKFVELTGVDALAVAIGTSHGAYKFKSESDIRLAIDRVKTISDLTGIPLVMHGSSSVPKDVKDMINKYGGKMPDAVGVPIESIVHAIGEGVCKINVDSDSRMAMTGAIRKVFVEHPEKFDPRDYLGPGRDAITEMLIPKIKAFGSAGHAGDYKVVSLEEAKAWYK
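Giardia FBPA (40 nM reagent) was preincubated 10 min at RT with compound (up to 57.5 uM final), then substrate plus GAPDH/TPI/NAD/arsenate coupling system with diaphorase/resazurin was added; resorufin fluorescence (525/598 nm) was read after 20 min.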
Sm TGR block = inhibitors of Schistosoma mansoni thioredoxin glutathione reductase; Q962Y6; purified TGR, DTNB reduction, TNB absorbance 405 nm; Potency, µM (series often up to 114 µM), for inactives: at the highest dose activity change, negative = inhibition, actives largely listed as inhibitors; 360,000 tested, 3% active; further: potency means the concentration at half of the fitted maximal effect; nearly all actives have a fitted effect of over 60% in size
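Kinetic colorimetric format: TGR-catalysed, NADPH-driven DTNB reduction monitored via TNB absorbance. Enzyme dispensed at 20 nM; compound exposure 15 min at room temperature before reaction start.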
AmpC no deterg = blocks E. coli AmpC beta-lactamase in detergent-free assay. P00811. AmpC nitrocefin hydrolysis, absorbance 480 nm, 0.0001% Triton. Potency, µM (titrated, usually from 57.1 µM), for the others: top-dose activity change, negative = inhibition, usual class: inhibitors. 330,000 tested, 0.52% active;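 further: potency means the concentration at half of the fitted maximal effect; plate controls were no compound for no effect and no enzyme for full effect; nearly all actives have a fitted effect of over 20% in size; some results filed as inactive show a strong effect at the top dose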
Target sequence (P00811 whole entry, looked up): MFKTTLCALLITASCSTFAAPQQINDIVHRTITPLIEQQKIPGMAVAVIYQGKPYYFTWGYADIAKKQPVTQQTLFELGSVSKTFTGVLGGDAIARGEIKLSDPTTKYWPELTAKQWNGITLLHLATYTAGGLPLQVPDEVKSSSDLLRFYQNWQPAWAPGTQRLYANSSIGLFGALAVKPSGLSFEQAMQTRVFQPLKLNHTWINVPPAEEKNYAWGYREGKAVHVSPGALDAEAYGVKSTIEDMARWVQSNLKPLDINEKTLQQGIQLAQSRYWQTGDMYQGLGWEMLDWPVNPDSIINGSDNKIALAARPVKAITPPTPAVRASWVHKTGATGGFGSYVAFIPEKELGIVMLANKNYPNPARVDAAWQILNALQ
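20 mM phosphate pH 7.0 + 0.01% (detergent screen) or 0.0001% Triton X-100; 5.3 nM AmpC reagent; cpd preinc 15 min RT; nitrocefin (800 uM stock) to start; A480 q20 s × 4 min; Activity was normalised to no-enzyme and no-compound control wells.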
HCMV inh = human cytomegalovirus inhibition; AID 1259415; activity change, negative = inhibition, % at 57.5 µM; HFF cells, HCMV-luciferase reporter, 72 h; hits give low values; 410,000 tested, 4.5% active; in the data active means activity change below about -60%; inconclusive means no clear call, values can overlap the other calls; inactive means above about -39%
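Inhibition of viral replication was scored as loss of reporter luminescence in HFFs infected with HCMV-luciferase (MOI 1 PFU/cell) for 72 h; compounds tested at 2 doses, normalized to buffer and Salinomycin controls.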
AmpC inh detg = blocks E. coli AmpC beta-lactamase in detergent assay | P00811 | AmpC hydrolysis of nitrocefin, absorbance 480 nm, 0.01% Triton | Potency, µM (doses to about 114 µM), for inactives: top-dose activity change, negative = inhibition, usual class: inhibitors | 370,000 tested, 0.041% active | AID 485294;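 further: potency means the concentration at half of the fitted maximal effect; 0% = no-compound wells and -100% = no-enzyme wells; nearly all actives have a fitted effect of over 25% in size; some results filed as inactive show a strong effect at the top dose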
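AmpC (5.3 nM in the dispensed reagent) in 20 mM phosphate pH 7.0 with 0.01% (detergent screen) or 0.0001% Triton X-100 was preincubated with compounds for 15 min at room temperature. Nitrocefin was then added from an 800 uM solution, and hydrolysis was followed at 480 nm.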
AMA1-RON2 inh = AMA1-RON2 (P. falciparum) interaction inhibition | AlphaScreen AMA1-biotinylated RON2 peptide binding | Potency, µM (highest dose often 58.2 µM), for inactives: at the highest dose activity change, negative = inhibition, actives largely listed as inhibitors | 360,000 tested, 0.2% active | AID 720542;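 further: potency means the concentration at half of the fitted maximal effect; 0% = vehicle wells and -100% = peptide control; nearly all actives have a fitted effect of over 45% in size; some results filed as inactive show a strong effect at the top dose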
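AMA1 (3D7) with his tag at 25 nM final met compounds first, then biotinylated RON2 peptide at 25 nM; detection used donor plus acceptor beads, 10 µg/mL apiece, read by AlphaScreen after 30 min at room temperature.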
The depositor's hits bear a star; ? = inconclusive; / = no result given; [ ] = dose if it differs, or a comment. Unless noted, the call rests on the fitted dose curve; in most records, active means well fitted curve in the direction sought with a large enough effect; inconclusive means small, poorly fitted or top-dose-only effect, or another doubt; inactive means no such curve, though single readings can be large; an effect the other way counts as inactive or inconclusive. Unless noted, on the % scale 0 is the no-effect control and ±100 the full control effect.

No.	Compound	Giardia FBPA inh	Sm TGR block	AmpC no deterg	HCMV inh	AmpC inh detg	AMA1-RON2 inh
1	O=C(Nc1ccccc1-c1ccccc1)C1CCCCC1	5.7%	-6.0%	-14.1%	-17.5	0.1%	7.7%
2	CCOC(=O)c1c(NC(=O)C(C)Sc2cn(CCNC(=O)c3ccc(OCC)cc3)c3ccccc23)sc2c1CCC2 (stereo unspecified)	/	9.2%	/	-15.3	2.2%	/
3	COc1cc(CC(=O)OCC(=O)Nc2ccc3c(c2)OCCO3)cc(OC)c1OC	-6.6%	-11.2%	-23.8%	-26.5	0.3%	3.9%
4	O=C(C1CCCC1)N1CCC(CC2CC(c3cccc(Br)c3)=NO2)(C(=O)NCC2CCCCC2)CC1 (stereo unspecified)	1.4%	10.3%	4.7%	-8.4	3.0%	0.0%
5	CCN(CC)C(=O)CN1C(=O)c2cccc3cccc(c23)C1=O	5.4%	8.0%	-12.0%	10.3	-9.0%	-2.7%
6	Cc1cc(C(=O)NCc2ccccc2C)c2c(C)nn(-c3cccc(F)c3)c2n1	/	3.0%	/	-15.2	8.1%	/
7	Cc1ccc(NC(=O)CSc2nc3ccccc3c(=O)[nH]2)cc1[N+](=O)[O-]	/	/	-15.7%	24.5	/	11.4%
8	O=C(C1CCCN(S(=O)(=O)c2cc(Cl)ccc2Cl)C1)N1CCCC1 (stereo unspecified)	-5.6%	5.3%	87.3%[activator]	15.9	4.0%	7.7%
9	O=C1C=C(/C=C/c2ccccc2)C[C@@H](c2ccc3c(c2)OCO3)C1	/	-11.4%	-22.7%	67.2	-8.7%	-20.9%
10	C=CCc1ccc(OCCOCCOc2ccc(C)cc2[N+](=O)[O-])c(OC)c1	0.7%	15.6%	38.6%	11.1	-13.0%	-11.0%
11	CC(=O)c1cccc(N(CC(=O)NCCc2ccccc2)C(=O)c2csnn2)c1	3.1%	7.1%	-9.5%	21.8	-2.7%	-0.6%
12	N#CCCn1cc(C(=O)Nc2ccc(F)cc2)c(-c2ccccc2)n1	2.3%	-8.1%	-1.4%	-12.9	?	3.1%
13	COc1cc(SC)ccc1C(=O)Nc1cc(C)ccn1	0.1%	-3.1%	56.4%	2.0	-6.5%	5.6%
14	O=S(=O)(Nc1ccc(S(=O)(=O)Nc2nccs2)cc1)c1ccc(Br)cc1	/	2.1%	?	-1.8	0.3%	-2.2%
15	Cc1ccnc2nc(C(=O)OCC(=O)Nc3ccc([N+](=O)[O-])cc3Br)nn12	/	-23.5%	-10.9%	?	?	-4.3%[11.6 µM]
16	CC1(C)CC(=O)/C(=C(/O)Cc2ccccc2)C(=NCCc2ccccc2)C1	1.2%	-12.6%	19.1%	3.9	?	13.7%
17	Cc1cc(Cl)ccc1NC(=S)N1CCOCC1	0.1%	-7.5%	-10.5%	10.3	0.3%	-9.7%
18	CCCCNC(=O)c1sc2ncnc(N3CCc4ccccc4C3)c2c1C	-5.9%	14.7%	-1.0%	?	?	-3.7%
19	O=C(NCc1cccnc1)c1ccc(Br)o1	/	-3.6%	-10.0%	-30.5	-13.0%	29.1%
20	Cc1ccnc(NC(=S)NC(=O)c2cccs2)c1	?	4.5%	-30.9%	-14.4	?	29.4%

No.	Compound	Giardia FBPA inh	Sm TGR block	AmpC no deterg	HCMV inh	AmpC inh detg	AMA1-RON2 inh
21	CSc1cccc(NC(=S)NCCCN2CCN(c3ccc(F)cc3)CC2)c1	0.8%	-19.9%	5.8%	-20.7	2.2%	-5.6%
22	CCOc1ccc(OCC)c(NC(=O)CCc2nc3cccnc3n2Cc2cccs2)c1	/	-2.6%	/	-19.7	?	/
23	COc1ccc(C)cc1NC(=O)CN1C(=O)COc2ccc(S(=O)(=O)N3CCCCC3)cc21	3.5%	5.5%	19.9%	-21.3	-0.5%	-2.3%
24	CCc1ccc(C2NC(=S)NC3=C2C(=O)CC(C)(C)C3)cc1 (stereo unspecified)	6.1%	-11.8%	-24.3%	-21.3	-11.7%	-3.0%[2.32 µM]
25	CC1(C)Cc2cccc(C(=O)Nc3ccc(F)cc3F)c2O1	4.3%	15.5%	-20.8%	23.6	-3.0%	15.8%
26	COc1ccc(C2(C(=O)Nc3ccc(C(=O)O)cc3)CCOCC2)cc1	7.0%	6.0%	-6.5%	33.3	-0.6%	13.0%
27	CCCC(NC(=S)NCC1CCCO1)C12CC3CC(CC(C3)C1)C2 (stereo unspecified)	-1.6%	-11.3%	-14.6%	-92.5*	4.4%	29.7%
28	c1ccc(-c2csc3ncnc(N4CCN(Cc5ccc6c(c5)OCO6)CC4)c23)cc1	-0.2%	17.8µM*	-23.4%	?	1.5%	-4.9%
29	C/C=C/C(=O)OCC(=O)Nc1nc2ccc(C)cc2s1	-0.4%	-9.9%	-27.6%	38.3	-4.3%	2.4%
30	CCOc1ccc(C2/C(=C(\O)c3ccc(OC)c(OC)c3)C(=O)C(=O)N2c2cc(C)on2)cc1OC (stereo unspecified)	25.7%	-2.0%	-18.3%	-17.5	?	1.6%
31	CCOc1c2ccc(C(=O)NCc3ccc4c(c3)OCO4)cc2nn1CCOC	-0.8%	3.6%	97.9%[activator]	-10.1	?	-10.0%
32	O=C(CCC(=O)Nc1ccccc1Cl)NNC(=O)COc1ccc([N+](=O)[O-])cc1	/	-3.2%	-3.1%	10.8	-0.8%	79.0%[activator]
33	COc1cccc(NC(=O)c2ccc(S(=O)(=O)N3CCCCC3)cc2)c1	11.6%	0.1%	-28.4%	-37.7	-14.9%	1.8%
34	Cc1ccc(NC(=S)Nc2ccc(Br)cc2)cc1	-0.4%	-20.7%	-24.2%	-33.4	-5.6%	-20.4%
35	COC(=O)c1c(-c2ccccc2Cl)noc1-c1cnc(N)nc1C(F)(F)F	2.5%	-9.1%	-13.0%	-27.7	-10.5%	-18.1%
36	O=C(CSc1nnc(-c2ccccc2)n1CC1CCCO1)N1CCCC1 (stereo unspecified)	4.3%	8.0%[57.1 µM]	-1.5%	-38.0	1.7%	8.6%
37	CCOC(=O)c1cc(C#N)c(SCC(=O)O)[nH]c1=O	-2.2%	-0.2%	-25.3%	-5.0	1.2%	-9.6%
38	CCOc1ccccc1NC(=O)C1CCCCN1S(=O)(=O)c1ccccc1 (stereo unspecified)	/	8.3%	-9.4%	-16.6	3.5%	1.6%
39	CC(=O)Nc1ccc(-n2nnnc2SCC(=O)Nc2cccc(NC(=O)c3ccco3)c2)cc1	-10.2%	-15.2%	-12.1%	?	-10.2%	?
40	CCC(=O)Nn1c(C2CCC2)nc2ccccc2c1=O	-7.5%	-11.6%	-6.8%	16.4	-14.2%	0.4%

Profiles from above. Order of screens: Giardia FBPA inh | Sm TGR block | AmpC no deterg | HCMV inh | AmpC inh detg | AMA1-RON2 inh
`CCOc1ccccc1NC(=O)C1CCCCN1S(=O)(=O)c1ccccc1` (stereo unspecified) across the screens: / | 8.3% | -9.4% | -16.6 | 3.5% | 1.6%
`COc1cccc(NC(=O)c2ccc(S(=O)(=O)N3CCCCC3)cc2)c1` across the screens: 11.6% | 0.1% | -28.4% | -37.7 | -14.9% | 1.8%

Remaining list, next part:
No.	Compound	Giardia FBPA inh	Sm TGR block	AmpC no deterg	HCMV inh	AmpC inh detg	AMA1-RON2 inh
41	Nc1nc(OCC(F)(F)F)cc(Oc2ccccc2F)n1	-5.0%	10.3%	-13.1%	35.9	?	-7.6%
42	COc1cc2c(cc1OC)C(c1ccccc1)NCC2 (stereo unspecified)	15.0%	-0.1%	-21.2%	56.9	?	-5.4%
43	N#C/C(=C\c1ccc(Cl)cc1Cl)c1n[nH]c(Cn2cncn2)n1	3.9%	-3.5%	-23.4%	0.1	-0.6%	0.9%
44	CC(CNC(=O)Cn1ccc(N)nc1=O)c1ccccc1 (stereo unspecified)	/	-0.8%	-15.6%	-7.8	0.4%	-13.1%
45	Cc1c(C(=O)N2CCN(c3ccccc3)CC2)oc2c1C(=O)CC(C)(C)C2	/	-29.0%	67.3%[activator]	-27.7	-9.7%	-4.8%
46	OCC1(Cc2ccccc2)CCCN(C2CCCC2)C1 (stereo unspecified)	5.1%	1.0%	-24.0%	-21.6	2.0%	-1.2%
47	COc1ccc(C(=O)COC(=O)CNC(=O)c2ccc(C)s2)c(OC)c1	/	/	-31.3%	-35.2	/	-3.8%
48	COc1ccc(C(CNC(=O)c2ccc(C)cc2)N2CCOCC2)cc1 (stereo unspecified)	/	-0.1%	/	38.4	10.2%	/
49	Sc1oc(-c2ccccc2)cc1C=Nc1ccccc1	10.3%	-36.7%	-39.3%	28.6	-9.1%	-16.5%
50	CC(C)C(CC(=O)NCc1ccco1)c1ccco1 (stereo unspecified)	-18.0%	22.4µM*	0.4%	7.4	-1.3%	-1.0%
51	CCOC(=O)CSc1nnc(CNc2cccc(Cl)c2)n1C	-0.6%	-17.7%	-3.3%	-33.3	1.2%	-6.0%
52	COCCNc1nc(-c2cc3ccccc3o2)cs1	0.5%	1.8%	-0.6%	84.2	-0.1%	-8.5%
53	Cc1ccc(Cl)c(OCC(=O)Nc2ccc(S(=O)(=O)NC3=NCCCCC3)cc2)c1	/	-9.9%	-1.8%	-22.2	?	4.4%
54	CCN(CC)CCNS(=O)(=O)c1ccc2[nH]cc(C(=O)O)c(=O)c2c1	15.1%	2.7%	-4.3%	-6.9	-1.1%	-0.4%
55	O=C(O)c1ccc(S(=O)(=O)N2CCc3ccccc3C2)cc1	19.1%	-21.1%	-6.3%	?	3.0%	-5.4%
56	CCc1ccccc1NC(=O)Cn1ccn(-c2cc(C)cc(C)c2)c(=O)c1=O	/	-7.4%	/	-64.0*	-3.5%	/
57	COc1ccc(C(=O)N[C@H](C(=O)NCc2cccs2)C(C)C)cc1	2.1%	0.0%	-17.0%	-34.6	-0.6%	-17.7%
58	CC1CN(C(=S)NC(=O)c2ccco2)CC(C)O1 (stereo unspecified)	?	5.8%	-12.4%	4.5	-7.8%	-9.5%
59	CCOC(=O)c1c(C)c(-c2ccccc2)n(CC(=O)Nc2cc(OC)cc(OC)c2)c1C	/	-31.2%	/	-30.2	-1.6%	/
60	COc1c(Br)cc(Br)cc1/C=N/NC(=O)c1cccnc1	16.5%	-20.3%	-10.7%	74.6	-17.6%	-7.6%
61	O=C1NC(=O)N(Cc2ccccc2Cl)C(=O)/C1=C/N1CCOCC1	9.8%	3.55µM*	-49.0%	26.0	?	-13.2%
62	C=CCN1C(=O)c2ccc(C(=O)OCC(=O)N3CCN(c4ccccc4)CC3)cc2C1=O	/	4.6%	?	-21.6	?	0.0%
63	Cc1ccc(S(=O)(=O)/N=C(\CN2CCOCC2)N2CCCC2)cc1	-0.3%	1.3%	-13.1%	27.6	-17.6%	1.3%
